GPR55 LPI antagonism: inhibition of LPI-stimulated GPR55 beta-arrestin translocation – imaging, U2OS, beta-arrestin-GFP, LPI agonist, primary screen (AID 2013). U2OS GPR55 beta-arrestin-GFP translocation imaging, LPI antagonism; higher % means a stronger effect. inhibition, % at 10 µM; hits with a dose series show IC50 in µM. actives 0.13% (n = 290,000);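 active means spots per cell inhibited over 60%, with over 100 cells counted and total cytoplasm intensity under 500,000; inconclusive means wells with under 100 cells, flagged as likely toxic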;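 further: U2OS cells stably carrying GPR55 and arrestin-GFP stimulated by 5 µM LPI near EC80; imaged beta-arrestin-GFP aggregate spots per cell after agonist stimulation; plate controls were LPI-stimulated DMSO wells for no effect and DMSO wells without LPI for full effect; some results filed as inactive read as strong as hits; confirmed hits need IC50 under 10 µM and bright autofluorescent wells are also inconclusive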
GPR55 activation: selective activators of receptor GPR55 – imaging, U2OS cells, beta-arrestin-GFP redistribution, primary screen (AID 1961); one-dose activation, % at 10 µM; EC50 in µM for titrated hits; actives 0.048% (n = 290,000); U2OS GPR55 beta-arrestin-GFP redistribution imaging; higher % means a stronger effect;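 active means activation above 40% with more than 50 cells counted in the well; inconclusive means wells holding fewer than 50 cells, flagged as toxic or sparse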;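 further: U2OS osteosarcoma cells stably expressing GPR55 and beta-arrestin-GFP; plate controls were DMSO negative control for no effect and LPI positive control for full effect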
Large T inhibition: TAg ATPase/helicase activity blockers – biochemical (AID 1903) | SV40 large T antigen ATPase/helicase inhibition assay; higher % means a stronger effect | inhibition, % at 20 µM, or IC50 in µM where a hit was titrated | actives 0.39% (n = 310,000); in the data active means a potency from the dose series; inconclusive means inhibition mostly from about 32% at the one dose, without a potency; inactive means the rest, 99 in 100 with inhibition below about 32%; further: strong numbers were not always called active
Rac1 GTP hydrolysis: MgcRacGAP GTPase-activating activity inhibitors, confirmation, biochemical, ADP Hunter fluorescence; MgcRacGAP-stimulated Rac1 GTP hydrolysis, ADP Hunter fluorescence; higher % means a stronger effect; GST-tagged Rac1 F28L mutant substrate; inhibition, % at 30 µM; hits with a dose series show IC50 in µM; AID 624330; actives 0.6% (n = 340,000);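 active means first-screen hits whose inhibition reached a set limit at any dose in the follow-up dose series; inconclusive means inhibition above the set first-screen limit but never retested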;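 further: fluorescence reports GDP produced by GAP-driven GTP hydrolysis; strong numbers were not always called active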
Yfh1-depleted yeast: enhancers of respiration in Yfh1-depleted yeast, dose response, Friedreich's ataxia, plus single-dose screen (AID 1465); S. cerevisiae Yfh1-off respiration, WST-1 reduction, 72 h; higher fold induction means a stronger effect; fold induction at 50 µM, or EC50 in µM where a hit was titrated; actives 0.074% (n = 220,000);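 active means fold induction of absorbance versus untreated yeast above a set limit, then at least 30% activation at any dose in follow-up; inconclusive means repeats straddling the limit, or above it without dose testing; inactive means fold induction below the set limit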;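 further: activators that raise dye reduction in frataxin-depleted yeast; strong numbers were not always called active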
NTR1 ag: NTR1-driven beta-arrestin-GFP spot formation – imaging, U2OS cells, high content, primary screen (AID 493036); P30989; agonist mode; activation, % at 20 µM; actives 0.17% (n = 330,000);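 active means activation at or above 40% of the spot to cytoplasm intensity ratio, with at least 20 cells analyzed; inconclusive means wells under 20 cells, flagged as cytotoxic or low count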;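 further: 0% = DMSO without peptide and 100% = 100 nM NTR1 peptide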
Target sequence (P30989 whole entry, looked up): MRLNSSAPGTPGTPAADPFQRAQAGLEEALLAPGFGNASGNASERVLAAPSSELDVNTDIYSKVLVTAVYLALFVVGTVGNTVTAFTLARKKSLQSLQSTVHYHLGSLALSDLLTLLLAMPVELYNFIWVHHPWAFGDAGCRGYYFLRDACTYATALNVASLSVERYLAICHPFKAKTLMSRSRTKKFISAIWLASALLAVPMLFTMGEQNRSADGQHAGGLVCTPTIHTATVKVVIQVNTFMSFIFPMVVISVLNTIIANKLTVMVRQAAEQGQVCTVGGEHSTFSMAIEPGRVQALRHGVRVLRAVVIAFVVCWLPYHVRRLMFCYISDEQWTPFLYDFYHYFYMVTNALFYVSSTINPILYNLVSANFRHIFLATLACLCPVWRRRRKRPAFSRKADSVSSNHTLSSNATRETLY
AID2073: disruptors of CaV2.2 binding to Mint1 – biochemical, HTRF (AID 2073); HTRF protein-protein interaction, Mint1-CaV2.2; higher % means a stronger effect; inhibition, % at 20 µM; hits with a dose series show IC50 in µM; actives 0.19% (n = 290,000); in the data active means inhibition mostly above about 51%, no sharp cut-off; inconclusive means no clear call, values can overlap the other calls; inactive means mostly below about 53%; further: some results filed as inactive read as strong as hits
GPR35 antagonists: GPR35 antagonists blocking zaprinast-driven arrestin recruitment, primary screen, imaging, U2OS, beta-arrestin-GFP, zaprinast agonist (AID 2058). U2OS GPR35 beta-arrestin-GFP translocation imaging, zaprinast antagonism; higher % means a stronger effect. inhibition, % at 10 µM, or IC50 in µM where a hit was titrated. actives 0.052% (n = 290,000);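 active means inhibition of at least 50% with at least 30 cells and total cytoplasm GFP at most 10,000,000; inconclusive means under 30 cells or total GFP of 10,000,000 plus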
NS5 inhibitors: flavivirus cap methylation enzyme inhibition – biochemical, confirmation dose response, primary screen (AID 588689). Dengue-2 NS5 methyltransferase capping enzyme assay, biochemical; higher % means a stronger effect. inhibition, % at 25 µM; hits with a dose series show IC50 in µM. actives 0.3% (n = 340,000); in the data active means a potency from the dose series; inconclusive means inhibition above about 29% without an active follow-up result
NTR1 ag cell count 20 µM: second read-out of NTR1 ag, no call of its own (marks repeat the call); cell count; measured here: cell count, cytotoxicity flag
NS5 inhibitors pilot replicate: second read-out of NS5 inhibitors, no call of its own (marks repeat the call); inhibition, %; measured here: pilot screen replicate inhibition
* hit, by the source's call; i = inactive; ? = inconclusive; · = not tested or not shown.

SMILES | GPR55 LPI antagonism | GPR55 activation | Large T inhibition | Rac1 GTP hydrolysis | Yfh1-depleted yeast | NTR1 ag | NTR1 ag cell count 20 µM | AID2073 | GPR35 antagonists | NS5 inhibitors | others
Cc1ccc2c(c1)N(C(=O)CCC(=O)N1CCOCC1)CC(C)O2 (stereo not drawn) | -5% | -0.1% | 2% | 11% | · | -2.9 | 64 | -4% | 0% | -3%
O=C(CNS(=O)(=O)c1ccccc1)NCC(=O)OCc1ccc(C(=O)c2ccccc2)cc1 | -4% | 0.8% | 9% | -1% | i | -0.3 | 42 | 6% | 2% | -9%
Cc1cc(=O)nc2c3ccccc3n(CC(=O)NCCCN3CCCCC3C)n12 (stereo not drawn) | -21% | 0.8% | 0% | 9% | · | 0.6 | 51 | 21% | -13% | 3%
O=C(CCNS(=O)(=O)c1ccccc1)N1CCC(Cc2ccccc2)CC1 | 0% | -0.1% | 13% | 9% | · | 1.7 | 67 | 16% | 6% | -4%
COc1ccccc1-c1cc(SC)c(C#N)c(=O)o1 | 0% | -0.3% | 4% | 28% | i | 2.4 | 88 | -4% | -11% | 64%
CCN(C(=O)c1cccc(F)c1)c1ccccc1C | 2% | -0.2% | 3% | 3% | i | -1.3 | 94 | 0% | 7% | 2%
Cc1ccc(C(C)NC(=O)c2ccc3c(c2)OCO3)cc1C (stereo not drawn) | 16% | -0.1% | 7% | 11% | · | 0.7 | 65 | 7% | -10% | 5%
CCc1nnc(NC(=O)C2CCN(c3nc(C)cc(C)n3)CC2)s1 | 3% | -0.2% | 13% | -1% | i | -1.3 | 69 | 6% | 3% | -2% | NS5 inhibitors pilot replicate=0.3
CCc1ccc(NC(=O)c2cnn(-c3ccccc3)c2C2CCNCC2)cc1 | -5% | -0.6% | 3% | 4% | i | -1.6 | 96 | 2% | 6% | -4%
Cc1cccc(C)c1OCc1cc(C(=O)NC2CCC2)no1 | -6% | -0.1% | -6% | 7% | · | -0.7 | 60 | 8% | 10% | -8%
CCS(=O)(=O)C1=NN2C(=N)/C(=C\c3ccc(OC(=O)c4ccco4)c(Br)c3)C(=O)N=C2S1 | 19% | 0.5% | >100µM* | · | · | 0.4 | 73 | 5% | -11% | ·
C=CCNC(=O)COC(=O)c1c2c(nc3ccccc13)CCC2 | -1% | 0.0% | 1% | 6% | · | 0.7 | 49 | 33% | 4% | 3%
CCc1ccc(/C=C2\SC(=S)N(CCCC(=O)Nc3ccccc3C(=O)O)C2=O)cc1 | 7% | 0.0% | 4% | 13% | · | 1.5 | 79 | 1% | 24% | 31µM*
COCCN1CCN(Cc2cn[nH]c2-c2cc3ccccc3o2)CC1 | 6% | -0.1% | 3% | 3% | i | -0.6 | 102 | 6% | -6% | 2%
O=C(NCc1ccccc1)c1nccnc1CO | -2% | -0.1% | 11% | 8% | · | -1.8 | 76 | 1% | -9% | -3%
COc1ccc(CCN2C(=O)C(C)=C(C)C2=O)cc1OC | 2% | -0.1% | 4% | -2% | · | 1.1 | 51 | 6% | -1% | 1%
CC1CN(C(=O)c2cc(COc3c(F)cccc3F)on2)CCN1C (stereo not drawn) | 1% | 0.2% | 12% | 4% | · | 0.5 | 48 | 1% | 11% | -3%
C/C(=N\NC(=O)c1nn(C)c(C)c1Br)c1ccc(NC(=O)C2CCCC2)cc1 | 9% | -0.1% | 16% | 6% | · | -0.8 | 54 | 2% | -6% | -13%
CCN(CC)C(=O)COc1coc(CN2CCN(c3ccc(F)cc3)CC2)cc1=O | -2% | -0.1% | 4% | -7% | · | -0.4 | 41 | -1% | 14% | -5%
Cc1cc[n+](CCC(=O)O)c2ccccc12 | -4% | -0.1% | · | 6% | i | 3.0 | 72 | 0% | -22% | -2%
COc1ccc(S(=O)(=O)N(CC(=O)N2CCOCC2)Cc2ccccc2)cc1 | 12% | 0.5% | 2% | 2% | i | -0.6 | 60 | 3% | 11% | -1%
Cn1c(CCNC(=O)c2ccccc2)nc2cc(NC(=O)c3ccco3)ccc21 | -1% | -0.1% | 6% | -4% | i | -0.2 | 97 | -9% | -8% | -19%
CCCCN(C(=O)CNC(=O)c1cccs1)C(C(=O)NC1CCCCC1)c1cccnc1 (stereo not drawn) | -2% | 0.8% | 7% | 5% | i | 0.9 | 64 | 8% | -2% | -10%
COc1ccc(C(=O)/C=C/Nc2cccc(O)c2)cc1 | -2% | 0.0% | -5% | 3% | i | 1.1 | 82 | 6% | 1% | 0% | NS5 inhibitors pilot replicate=-0.7
CCSc1nnc(NC(=O)CSc2ncccn2)s1 | 3% | -0.1% | 6% | 13% | i | 1.5 | 42 | -2% | -1% | 3%
O=C(CN1C(=O)COc2ccccc21)c1ccc(Cl)cc1 | 13% | -0.3% | 6% | 7% | i | -1.3 | 82 | ? | 19% | 0%
CCOC(=O)CSc1nc2ccc(N3CCOCC3)cc2c(=O)n1Cc1ccccc1 | 21% | 0.2% | 20% | 2% | i | -0.9 | 76 | 26% | 13% | 13% | NS5 inhibitors pilot replicate=-3.0
COc1ccc(Nc2sc(C(=O)c3ccc(Cl)cc3)c(N)c2C(=O)Nc2ccccc2OC)cc1 | -3% | 0.0% | 13% | 14% | i | 24 | 76 | 3% | -6% | -33%
CC(NC(=O)NCCCn1ccnc1)(C(F)(F)F)C(F)(F)F | 12% | -0.3% | 14% | 7% | i | 2.4 | 47 | -5% | -22% | 2%
CC(c1ccon1)N(C)Cc1cn(C)nc1-c1ccc2c(c1)OCCO2 (stereo not drawn) | -11% | 0.0% | 10% | 7% | i | 0.6 | 70 | -19% | -10% | -3%
COc1ccccc1N1CCN(/N=C\c2cccnc2)CC1 | 8% | -0.4% | 6% | 10% | · | 1.2 | 62 | 13% | 12% | ·
CCCCNCCOc1ccccc1-c1ccccc1 | 6% | 0.6% | 5% | 27% | i | 3.3 | 61 | -1% | -9% | 1%
Cc1cc(O)ccc1N/C=C(\C#N)c1nc2ccccc2o1 | 4% | -0.1% | 12% | 1% | i | 19 | 61 | 11% | 7% | -8%
CN(C)c1ccc(NC(=O)CCN2CCN(c3ccccn3)CC2)cc1 | 2% | 0.0% | 6.7µM* | ? | · | -2.4 | 87 | -12% | -16% | -4%
COc1ccccc1NNC(=O)C(O)(c1ccccc1)c1ccccc1 | -2% | 0.4% | 22% | 7% | i | 0.1 | 63 | -8% | -3% | -2%
CC(C)[C@H](NC(=O)Cc1ccccc1)C(=O)OCc1cc(=O)n2c(n1)sc1ccccc12 | 7% | 0.5% | 4% | 1% | i | 1.5 | 44 | 14% | 17% | 4%
O=S(=O)(c1ccc(Cl)cc1)N(CCCN1CCOCC1)Cc1cccs1 | -2% | 0.2% | 9% | 25% | i | -0.7 | 40 | 49% | 7% | -8%
O=C(COc1ccccc1/C=C\c1[nH]c(=O)[nH]c(=O)c1[N+](=O)[O-])Nc1ccccc1 | 12% | 0.3% | 6% | 14% | i | · | · | 18% | -19% | 40µM*
Cc1ccc(C(=O)NCCN2C3=NC[C@H](Cc4ccc(O)cc4)N3C[C@H]2Cc2ccc(O)cc2)cc1Br | 6% | 0.0% | 19% | 11% | i | -3.9 | 51 | 0% | -20% | -5%
Nc1nnc(SCCCOc2ccc(F)cc2)s1 | -1% | 0.0% | -4% | 12% | · | -0.2 | 79 | -3% | -7% | -6%
Cc1cc(-c2ccccc2)nc2[n+]1CCN2C | 1% | -0.2% | -3% | 5% | i | -0.9 | 45 | 2% | 1% | -3%
Cc1nc(Nc2ccc3c(c2)OCCO3)c2oc3ccccc3c2n1 | -4% | -0.2% | 10% | 4% | i | -3.1 | 100 | 10% | -6% | -4%
CC(=O)Oc1ccc(C(=O)Nc2cccc(C(=O)NC(C)(C)C)c2)cc1 | 8% | 0.0% | 7% | 12% | i | 1.8 | 46 | 5% | -14% | -3%
CC(C)CC(=O)Nc1cccc(-c2nc3ccccc3[nH]2)c1 | 0% | -0.1% | 24% | 0% | i | 3.3 | 57 | 7% | -6% | -12%
Cc1ccc(C(=O)NC(=S)Nc2ccccc2N2CCCC2)cc1[N+](=O)[O-] | 2% | 0.4% | 7% | 7% | i | 3.5 | 60 | 39% | -6% | -5%
Nc1nccnc1C(=O)OCc1nc2sc3c(c2c(=O)[nH]1)CCCC3 | · | · | 24% | 5% | · | 2.7 | 59 | · | · | -12%
O=C1c2ccccc2C(Nc2ccc3c(c2)OCCO3)N1Cc1ccco1 (stereo not drawn) | -16% | -0.1% | 8% | 13% | i | -1.8 | 60 | -3% | 1% | 12%
O=[N+]([O-])c1ccc(NCc2ccccc2)nc1 | 3% | 0.0% | 6% | 3% | i | 3.2 | 32 | -35% | -7% | -5%
c1ccc(-c2nn[nH]n2)cc1 | -4% | 0.5% | 8% | 6% | i | -0.6 | 39 | -4% | -10% | 0%
O=C(NC1CCSc2ccccc21)c1cc(S(=O)(=O)N2CCOCC2)ccc1Cl (stereo not drawn) | · | · | 11% | 0% | · | 0.9 | 77 | · | · | -14%
O=C(c1ccc(Cl)cc1)N1CCCCC(Sc2nnc(-c3ccc4c(c3)OCO4)o2)C1=O (stereo not drawn) | 9% | -0.1% | 2% | 8% | · | -2.8 | 92 | 18% | -6% | -2%
COc1ccc(CCNC(=O)CCS(=O)(=O)c2ccc3nc(C)sc3c2)cc1OC | 3% | 1.0% | 12% | 8% | · | 5.2 | 67 | 1% | -10% | 1%
O=C(Nc1ccc2c(c1)OCCO2)C1CCN(C(=O)c2ccc(Cl)cc2)CC1 | 17% | 0.4% | 6% | 0% | i | 3.1 | 68 | -3% | 2% | -10%
Cc1ccc(S(=O)(=O)Nc2cccc3cccnc23)cc1 | 14% | 0.3% | 24% | 5% | i | 13 | 89 | 8% | 0% | -6%
Cn1c(-c2ccc3c(c2)OCO3)cnc1N | 8% | -0.2% | 0% | 3% | i | -1.6 | 70 | 3% | -5% | 11%

Two entries picked at random from the list so far:
SMILES | GPR55 LPI antagonism | GPR55 activation | Large T inhibition | Rac1 GTP hydrolysis | Yfh1-depleted yeast | NTR1 ag | NTR1 ag cell count 20 µM | AID2073 | GPR35 antagonists | NS5 inhibitors | others
COc1ccc(CCNC(=O)CCS(=O)(=O)c2ccc3nc(C)sc3c2)cc1OC | 3% | 1.0% | 12% | 8% | · | 5.2 | 67 | 1% | -10% | 1%
Cc1ccc(S(=O)(=O)Nc2cccc3cccnc23)cc1 | 14% | 0.3% | 24% | 5% | i | 13 | 89 | 8% | 0% | -6%

Bioassay records from PubChem.
